OXTR potentiate: potentiates the human oxytocin receptor response; P30559; CHO-OTR cells, Fluo-8 calcium fluorescence, potentiator mode; 0% = oxytocin EC15, 100% = EC100; activation, % at 3 µM; 320,000 compounds, 0.061% hits;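 active = activation above that plate's cutoff, the mean activation of tested compounds plus 3 SD, cut at about 6.6% in these data, passing the limit was not always enough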;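 note: 100% uses oxytocin at 75 nM as the full agonist control; some results filed as inactive read as strong as hits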
Target sequence (P30559 whole entry, looked up): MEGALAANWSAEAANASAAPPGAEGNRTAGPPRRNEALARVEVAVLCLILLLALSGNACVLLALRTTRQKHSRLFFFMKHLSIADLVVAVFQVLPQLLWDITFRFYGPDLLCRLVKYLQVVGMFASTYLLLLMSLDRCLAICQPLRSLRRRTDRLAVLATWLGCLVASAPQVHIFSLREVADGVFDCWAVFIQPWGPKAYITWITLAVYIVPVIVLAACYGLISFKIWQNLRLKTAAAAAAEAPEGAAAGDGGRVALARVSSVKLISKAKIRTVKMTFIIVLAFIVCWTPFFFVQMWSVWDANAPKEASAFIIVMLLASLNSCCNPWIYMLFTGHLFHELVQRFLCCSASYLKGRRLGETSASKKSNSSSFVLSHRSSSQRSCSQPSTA
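System: human OTR in CHO cells / Also added: sub-maximal oxytocin, roughly EC15 / Control set: EC15 oxytocin low, 75 nM oxytocin high / Schedule: 6 min compound pre-incubation at room temperature, 100 s kinetic read / Compound: single-point 3.0 µM / Replication: singlicate / Technique: Fluo-8 calcium dye fluorescence / Read-out basis: % activation of max/min ratio relative to oxytocin controls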
V1R ag counter: counter-screen for oxytocin receptor agonists: human V1a receptor agonists; activation, % at 3 µM; P37288; 320,000 compounds, 0.25% hits; CHO-V1R cells, Fluo-8 calcium fluorescence, agonist mode; 0% DMSO, 100% 3 nM vasopressin; AID 2797;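 active = activation above the mean activation of all tested compounds plus 3 SD, per screening run, cut at about 20% in these data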;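 note: signal is peak over basal fluorescence ratio across a 100 second FLIPR read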
MEKK2mut PB1 HTS: signal of MEK5 binding to mutant human MEKK2 PB1 domain; bead flow cytometry, Alexa488-MEK5 binding to MEKK2 mutant; 290,000 compounds, 0.35% hits; percent response, % at 10 µM; in the data active = percent response above about 24%, passing the limit was not always enough; note: inactives centre near 1; some results filed as inactive read as strong as hits
MEKK2wt PB1 HTS: raises or lowers MEK5 binding to wildtype human MEKK2 PB1 domain; Q9Y2U5; bead flow cytometry, Alexa488-MEK5 binding to MEKK2 WT; actives lie on both sides; binding response (% of control), % at 10 µM; 290,000 compounds, 1.1% hits; AID 1531; in the data active = binding response below about 67% or above about 130%
M18AAP inhibitor: blocks P. falciparum M18 aspartyl aminopeptidase | recombinant PfM18AAP, H-Glu-NHMec fluorogenic cleavage | inhibition, % at 7.35 µM | 290,000 compounds, 1.2% hits;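 active = inhibition above the campaign mean inhibition over all tested compounds plus 3 SD, cut at about 28% in these data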;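 note: 0% = plate median of test compound wells and 100% = 2 mM ZnCl2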
NALP1 inh: inhibitors of NALP1 inflammasome in yeast | S. cerevisiae NALP1/ASC/caspase-1 growth, X-gal OD620, 72 h | inhibition, % at 10 µM | 280,000 compounds, 0.61% hits; in the data active = inhibition mostly above about 24%, no sharp cut-off; inactive = mostly below about 32%; note: some compounds called inactive have numbers as strong as hits
GalR3 antagonist: human GalR3 antagonism | O60755 | inhibition, % at 3 µM | AID 651719 | 360,000 compounds, 0.44% hits | HEK293 GalR3-CNG cAMP membrane potential fluorescence; galR3 body fused to GalR1 C-terminus;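 active = inhibition above the screen-wide average plus 3 SD, cut at about 13% in these data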;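 note: forskolin and galanin both at EC90 stimulate the cells; cAMP rise reported by CNG channel membrane potential dye signal; 0% = forskolin plus galanin with DMSO and 100% = forskolin alone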
Target sequence (O60755 1-299 limits assumed): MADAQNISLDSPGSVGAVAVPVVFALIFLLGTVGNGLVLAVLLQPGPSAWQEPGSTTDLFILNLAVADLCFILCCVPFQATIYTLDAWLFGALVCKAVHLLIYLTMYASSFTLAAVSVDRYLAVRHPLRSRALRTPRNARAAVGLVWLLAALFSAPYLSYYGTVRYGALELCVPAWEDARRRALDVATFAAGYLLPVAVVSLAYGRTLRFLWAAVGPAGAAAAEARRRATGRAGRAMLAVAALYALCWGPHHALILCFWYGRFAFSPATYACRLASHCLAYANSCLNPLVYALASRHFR
GPR7 antag: human neuropeptides B/W receptor 1 antagonism; GPR7-expressing cells, fluorescence antagonist assay; AID 1861; inhibition, % at 4.4 µM; 290,000 compounds, 1.1% hits; in the data active = inhibition above about 16%, passing the limit was not always enough;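 note: cells stimulated with the agonist NPW; 0% = agonist with vehicle and 100% = vehicle without agonist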
Target sequence (P48145 whole entry, looked up): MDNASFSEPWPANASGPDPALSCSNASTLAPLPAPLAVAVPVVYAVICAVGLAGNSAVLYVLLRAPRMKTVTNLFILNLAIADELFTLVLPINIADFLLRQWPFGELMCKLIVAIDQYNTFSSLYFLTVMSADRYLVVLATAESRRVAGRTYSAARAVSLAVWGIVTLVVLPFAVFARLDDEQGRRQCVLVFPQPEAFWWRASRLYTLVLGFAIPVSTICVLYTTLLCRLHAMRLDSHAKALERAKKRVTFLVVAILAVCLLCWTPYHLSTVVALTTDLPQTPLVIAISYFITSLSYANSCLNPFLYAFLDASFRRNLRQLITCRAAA
OXTR agonist: activates the human oxytocin receptor | 320,000 compounds, 0.32% hits | CHO-OTR cells, Fluo-8 calcium fluorescence; normalized: DMSO 0%, oxytocin 100% | activation, % at 3 µM | AID 2435;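 active = activation above the mean of all tested compounds plus 3 SD, cutoff set per screening run, cut at about 20% in these data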;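 note: peak over basal fluorescence ratio from a 100 s FLIPR kinetic read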
An asterisk follows results filed as active; nt = no result given; [ ] = remark or other dose.

SMILES	OXTR potentiate	V1R ag counter	MEKK2mut PB1 HTS	MEKK2wt PB1 HTS	M18AAP inhibitor	NALP1 inh	GalR3 antagonist	GPR7 antag	OXTR agonist
O=C(O)CSc1nnc(COc2cccc3cccnc23)n1-c1ccc(Cl)cc1	-8	0.4	-2	99	-5	-9	-6	-11	-1.1
CN(C)S(=O)(=O)c1ccc(N2CCCC2)c(C(=O)NCCc2ccc(F)cc2)c1	-6	-0.3	-1	88	2	6	0	10	-0.7
CN1C(=O)N(C)C2(c3ccccc3)Nn3c(s/c(=C/c4ccccc4)c3=O)=NC12c1ccccc1 (stereo not drawn)	-10	-0.7	1	98	5	-1	3	-1	-0.8
CCCNC(=O)C/C(C)=N/NC(=O)C(=O)Nc1ccccn1	-12	-0.2	-3	106	5	-4	3	-4	0.0
CC(C)(C)C(=O)CN1C(=O)NC2(CCc3ccccc32)C1=O (stereo not drawn)	6	2.2	3	105	-6	3	-1	-13	-0.3
Cc1ccc(C(=O)OCC(=O)NCCNC(=O)COC(=O)c2ccc(C)o2)o1	-6	0.4	nt	nt	nt	nt	3	nt	-0.1
CCN(CC)C(=O)CN(c1ccc(F)c(Cl)c1)S(C)(=O)=O	-6	-0.3	-3	99	-6	1	0	-5	0.0
O=C(Nc1ccccc1)N(Cc1ccc(Cl)cc1)CC(O)C(F)(F)F (stereo not drawn)	-8	-0.1	7	107	5	1	-1	-14	0.4
Fc1ccc2nc(Nc3nc4cc5c(cc4s3)OCO5)sc2c1	-3	0.8	-7	88	-5	22	-4	-13	4.0
CCN(CC(=O)c1c(N)n(C)c(=O)n(C)c1=O)c1cccc2ccccc12	-6	1.4	23	96	4	-1	1	-16	-1.5
CCOc1cc(S(=O)(=O)N(CC)CC)ccc1Br	-12	-1.4	7	106	2	13	-2	-1	-1.3
COc1ccc(C2CC2C(=O)c2ccccn2)cc1 (stereo not drawn)	-3	-0.3	-7	92	1	28	-5	-6	0.4
CC(Oc1ccccc1)C(=O)N1CCN=C1SCc1ccccc1F (stereo not drawn)	-6	0.9	-18	68	-2	30	-7	11	0.9
COc1ccc(Cl)cc1C(=O)Nn1c(C)nc2ccccc2c1=O	1	0.1	2	99	-11	-2	-2	-4	-0.8
O=C(CN1CCCCC1CO)c1ccc(OC(F)F)cc1 (stereo not drawn)	2	-0.1	-9	104	-10	-4	-6	-13	0.3
Nc1c(C(=O)N2CCCC2)sc2nc(-c3ccccc3)ccc12	-1	0.2	-2	97	12	6	-1	-8	0.5
COc1ccc(N(CC(=O)N2CCN(Cc3ccccc3)CC2)S(C)(=O)=O)cc1	-15	-0.2	0	103	10	13	-2	7	1.6
COc1ccc2cc(C(=O)OC(C)C)sc(=O)c2c1OC	-2	1.5	1	98	2	-3	7	-5	-0.1
CCC1(CC)Nc2ccccc2C(=O)N1c1ccc(OC)cc1	-4	-0.5	3	105	-4	-2	-3	4	-2.0
NS(=O)(=O)c1ccc2nc(NC(=O)Nc3ccc(F)cc3)sc2c1	-2	24*	5	96	-4	28	-9	34*	1.3
CCOc1ccc2oc(C(=O)NCc3ccccc3CN3CCCC3)c(C)c2c1	-1	-0.1	nt	nt	nt	nt	1	nt	-1.2
Cc1ccc(C(C(=O)NC2CCCC2)N2CCc3ccccc32)cc1 (stereo not drawn)	1	-0.7	-1	99	-3	-8	-1	-6	-0.6
CCn1c(O)c(C2=NCCCC2)c2ccccc21	-5	-1.3	2	99	0	4	-3	-19	3.0
c1ccc(NC(c2ccccc2)c2ccncc2)cc1 (stereo not drawn)	-4	1.9	5	110	3	15	-8	-7	-0.3
CCCc1[nH]n(-c2nc3ccccc3s2)c(=O)c1C=NCC(C)C	1	-1.0	-1	99	3	48	-5	14	-2.6
SMILES	OXTR potentiate	V1R ag counter	MEKK2mut PB1 HTS	MEKK2wt PB1 HTS	M18AAP inhibitor	NALP1 inh	GalR3 antagonist	GPR7 antag	OXTR agonist
CN1CCCN(S(=O)(=O)c2ccc(O)c(C(=O)O)c2)CC1	2	2.0	9	100	8	7	-9	-6	0.6
COc1cc(-c2nnc(SCC(=O)OC3CCCCC3)o2)cc(OC)c1OC	-6	1.1	-3	94	0	3	-3	-17	0.2
Cc1c(NC(=O)c2ccc(NS(=O)(=O)c3ccc(F)c(F)c3)cc2)c(=O)n(-c2ccccc2)n1C	4	0.2	nt	nt	nt	nt	-3	nt	1.8
COc1cc2c(cc1Cl)/C(=C\CCN(C)C)c1ccccc1S2	-1	3.5	3	130	2	40	-14	7	7.8
CCC(C(=O)NCc1ccc(C)o1)n1nc(C)c2c(C)n(-c3ccccc3)nc2c1=O (stereo not drawn)	-4	0.7	-2	96	-15	16	-2	-7	-0.5
COc1ccc(CNC(=O)c2c([S-])n(-c3ccc(C)cc3)c3cccc[n+]23)cc1	-9	0.3	-9	85	-1	8	1	-17	2.3
O=c1cc(-c2ccccc2)c2cc(Cl)ccc2[nH]1	-1	-0.2	12	112	7	25	-12	-13	-0.2
N#Cc1c(NC(=O)CSc2ncccn2)oc(-c2ccccc2)c1-c1ccccc1	-11	-0.7	-4	92	6	nt	-2	3	-1.2
O=C1C(Cl)=C(N2CCCCC2)C(=O)C(Cl)=C1c1cnc(N2CCCCC2)s1	nt	nt	-20	60*[inhibitor]	21	-39	nt	-7	nt
Cc1onc(-c2c(F)cccc2Cl)c1C(=O)NC(C)c1ccccc1 (stereo not drawn)	-7	0.2	-1	106	-10	29	-7	4	-0.9
Cc1cccc(C(=O)NNC(=O)c2ccc(-c3ccccc3)cc2)c1	-3	1.2	22	113	-14	8	-4	-4	0.3
CC(C)(C)NC(=S)NCC1CC1	4	1.2	-2	101	-2	5	-3	-5	0.9
CC(=O)COc1ccc2c(-c3cccc([N+](=O)[O-])c3)cc(=O)oc2c1	-8	-0.7	-14	87	4	5	-1	-5	-0.7
CCn1nnnc1SCC(=O)NCc1ccc2c(c1)OCO2	-19	-0.5	13	110	-11	34	1	-10	-0.4
Cc1cccc(C(=O)OCC(=O)N2CCCCCC2)c1C	7	0.6	nt	nt	nt	nt	-6	nt	1.0
CCOC(=O)C1=C(C)NC2=C(C(=O)CCC2)C1c1cc(OC)ccc1OC (stereo not drawn)	-4	0.6	-2	98	3	8	-1	-13	-0.6
COc1cccc(OC)c1C(=O)OCC(=O)NC1CCCCCC1	-9	0.1	nt	nt	nt	nt	-2	nt	-2.1
OC(CN1CCN(c2cccc(Cl)c2)CC1)C(c1ccccc1)c1ccccc1 (stereo not drawn)	-16	-0.3	nt	nt	nt	nt	10	nt	-0.9
Nc1nc(-c2ccc(Cl)cc2)nn1C(=O)c1cccnc1	-3	0.1	8	110	-4	12	-3	-15	0.6
O=C(CSCCO)Nc1cccc([N+](=O)[O-])c1	-3	0.7	-1	96	-11	10	1	-5	0.9
O=C(COc1ccccc1)NCC(c1ccco1)N1CCN(c2ccccc2F)CC1 (stereo not drawn)	-6	-1.4	nt	nt	nt	nt	0	nt	-1.9
Cc1ccc(S(=O)(=O)NN=Cc2ccc(N3CCOCC3)cc2)cc1[N+](=O)[O-]	-7	0.8	nt	nt	nt	nt	-7	nt	1.1
Cc1ccc(C(=O)N2CCN(C34CC5CC(CC(C5)C3)C4)CC2)o1	-1	0.6	2	107	3	23	-2	-4	-0.2
CC1CCCCN1S(=O)(=O)c1cccc(S(=O)(=O)N2CCOCC2)c1 (stereo not drawn)	-5	0.6	-2	104	0	nt	-8	-3	0.7
CCc1nnc(NS(=O)(=O)c2ccc(NCc3cc(Cl)ccc3O)cc2)s1	-10	0.5	-3	97	0	-5	-5	-13	0.2

Fetched by structure from above:
SMILES	OXTR potentiate	V1R ag counter	MEKK2mut PB1 HTS	MEKK2wt PB1 HTS	M18AAP inhibitor	NALP1 inh	GalR3 antagonist	GPR7 antag	OXTR agonist
COc1cccc(OC)c1C(=O)OCC(=O)NC1CCCCCC1	-9	0.1	nt	nt	nt	nt	-2	nt	-2.1
Cc1cccc(C(=O)OCC(=O)N2CCCCCC2)c1C	7	0.6	nt	nt	nt	nt	-6	nt	1.0

Next part:
SMILES	OXTR potentiate	V1R ag counter	MEKK2mut PB1 HTS	MEKK2wt PB1 HTS	M18AAP inhibitor	NALP1 inh	GalR3 antagonist	GPR7 antag	OXTR agonist
Cn1c(=O)c(-c2ccccc2)c(O)c2ccccc21	-9	-0.4	-7	96	-4	5	-3	6	-0.1
COc1cccc(CCNC(=O)c2ccc(C#N)cc2)c1	4	0.0	5	101	-7	8	-6	-5	0.5
Cc1ccc(Cl)cc1NC(=O)CC1NC2CCCCC2NC1=O (stereo not drawn)	-6	-0.3	-8	89	5	0	0	-5	-1.4
O=C(Nc1ccc(OCc2ccccc2)cc1)c1cccs1	-9	5.8	7	108	3	15	-7	0	2.9
CC1(C)CC(=O)C(C=NCCN2CCN(C3CC(=O)N(c4cccc(Br)c4)C3=O)CC2)=C(O)C1 (stereo not drawn)	5	0.0	2	104	4	8	-3	-10	-1.2
O=C(CSc1nnnn1-c1ccc2c(c1)OCCO2)OC1CCCCC1	-16	1.6	6	105	1	33	-1	-8	-1.1
Fc1cccc(CSc2nc3ncc(Cl)cc3[nH]2)c1	-17	-0.2	-1	99	-1	nt	-2	-1	-2.9
COc1ccccc1-n1cnc2cc(NS(=O)(=O)c3ccccc3)ccc21	-18	5.9	1	106	-8	-6	-3	10	10
Cc1ccc(Oc2ccc(S(=O)(=O)N3CCOCC3)cc2C(N)=O)c(-n2nc3ccccc3n2)c1	-11	-1.2	6	103	0	1	-3	-11	-1.1
COc1ccc(SC[C@H](C)CN2CC[C@H](C)CCC2=O)cc1	-2	-0.1	nt	nt	nt	nt	-7	nt	1.0
CSc1nc(SCC(N)=O)c2c3c(sc2n1)CN(C)CC3	-10	0.7	4	105	6	10	-1	-13	1.2
CCOC(=O)CC(=O)Nc1cc(Cl)ccc1O	-9	1.8	-2	96	7	13	-1	-4	-0.2
O=C(Cn1cnc2c(nnn2Cc2ccc(Cl)cc2)c1=O)OCc1ccccc1	-6	5.2	6	106	5	16	-4	-9	6.9
CC1CCN(C(=O)CN(Cc2ccccc2)S(C)(=O)=O)CC1	1	6.8	4	106	0	5	-2	-9	2.6
COc1ccc(C)cc1NC(=O)c1nn(C)c(C(=O)Nc2cc(C)ccc2OC)c1[N+](=O)[O-]	1	1.1	11	104	6	5	0	-20	0.3
CC(C)=CCSc1nnc([C@@H](NC(=O)OC(C)(C)C)C(C)C)o1	3	-1.7	6	100	-2	-11	-5	-12	-1.7
CC1CCCCC1NC(=S)NC(=O)c1ccccc1Cl (stereo not drawn)	-11	1.9	nt	nt	nt	nt	0	nt	-0.5
Cc1nn(C)c(C)c1CCC(=O)N1CCCC(Nc2ccc(C(C)C)cc2)C1 (stereo not drawn)	-16	0.2	-6	99	11	18	1	9	-0.6
Oc1ccc(-c2nc3ccccc3s2)cc1	-7	1.2	14	107	-8	9	-4	-16	1.2
CCC(=O)N1CCC(c2ccc(OC)cc2)=N1	1	0.0	-2	100	10	nt	-1	-7	-0.9
O=C(CC(c1ccccc1)c1ccccc1O)NCc1ccccc1Cl (stereo not drawn)	0	-1.0	-1	97	-3	15	-7	-1	-1.8
N#Cc1c(-c2ccncc2)cc(-c2ccc(F)cc2)nc1N	-12	-0.5	2	105	-3	22	-5	4	-0.8
CCn1c(NCc2cccc(OC)c2OC)nc2ccccc21	-3	0.7	-1	103	0	-49	-3	-8	1.7
